EP2 antag: blocks the human prostaglandin E2 receptor EP2; P43116; C6 glioma cells expressing human EP2, cAMP TR-FRET; cells stimulated with saturating PGE2; inhibition, % at 25 µM; hit rate 0.52% among 260,000; AID 1422;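 active = percent inhibition above 40 after rounding to a whole number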;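 also: rat C6 glioma host cells with rolipram phosphodiesterase inhibitor present; the protocol text gives 20 µM as final concentration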
Target sequence (P43116 whole entry, looked up): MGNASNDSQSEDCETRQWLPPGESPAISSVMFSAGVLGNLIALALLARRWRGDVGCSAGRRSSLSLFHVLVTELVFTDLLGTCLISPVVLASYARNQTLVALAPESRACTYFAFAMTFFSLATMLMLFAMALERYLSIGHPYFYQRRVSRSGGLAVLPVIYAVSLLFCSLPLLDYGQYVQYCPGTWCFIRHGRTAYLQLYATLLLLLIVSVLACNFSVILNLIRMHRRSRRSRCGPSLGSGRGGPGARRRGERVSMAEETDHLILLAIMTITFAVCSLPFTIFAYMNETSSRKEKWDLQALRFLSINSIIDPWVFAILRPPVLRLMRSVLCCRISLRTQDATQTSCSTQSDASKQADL
zVAD death inh: L929 zVAD cell death inhibition | L929 zVAD necroptosis rescue, ATP luminescence, 24 h; with zVAD 60 µM | viability rescue, % at 10 µM | hit rate 0.38% among 220,000 | AID 1377;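 active = activation, scaled between plate controls, above about 75%, limit read from the data; inactive = activation under that limit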;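 also: 0% = zVAD with DMSO and 100% = DMSO alone without zVAD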
FXIa inh: inhibitors of human coagulation factor XIa; purified FXIa, Boc-Glu-Ala-Arg-AMC fluorogenic substrate; inhibition, % at 5 µM; hit rate 0.14% among 220,000;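 active = inhibition of at least 40%; inactive = inhibition below 40%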;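 also: fluorescence of freed AMC excited at 355 nm; 0% = enzyme without compound and 100% = no enzyme blank; many of its hits are not listed in these tables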
TNF death inh: blocks TNF-alpha induced death of Jurkat FADD-/- cells. Jurkat FADD-/- TNF necroptosis rescue, ATP luminescence, 24 h; 0 = TNF only, 100 = no-TNF cells. activation (protection from cell death), % at 10 µM. hit rate 0.068% among 220,000;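 active = activation, meaning protection from cell death, of at least 50% relative to plate controls; inactive = activation below 50%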;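 also: necroptosis triggered by 40 ng/mL TNF-alpha added together with compound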
PPC-1+TRAIL kill: kills PPC-1 cancer cells in the presence of TRAIL; PPC-1 cells + TRAIL, ATPLite viability luminescence; cell killing (% activity), % at 4 µM; hit rate 0.41% among 220,000;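 active = cell killing above 50% in the first pass at 4 µM, then a duplicate retest at 5 µM averaging 50% or more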;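 also: plate controls were cells with TRAIL plus DMSO for no effect and medium-only wells lacking cells for full effect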
CHOP inh: inhibitors of CHOP induction in ER stress response. CHO-K1 CHOP-promoter luciferase, tunicamycin-induced, 15-18 h. inhibition, % at 10 µM. hit rate 3.8% among 220,000. AID 2732;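 active = compounds that reduced the stress-induced luciferase reporter signal by more than about 70% of percent inhibition, limit read from the data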;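 also: 0% = tunicamycin plus vehicle and 100% = wells without tunicamycin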
Tb hexokinase: T. brucei hexokinase 1 inhibition; recombinant TbHK1, G6PDH-coupled NADH A340; inhibition, % at 10 µM; hit rate 0.11% among 220,000;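 active = inhibition of 50% or more in the single-dose primary screen; inactive = inhibition below 50%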
FXIIa inh 1536: blocks human coagulation factor XIIa protease activity | AID 800 | hit rate 0.3% among 220,000 | P00748 | purified FXIIa, Boc-QGR-AMC fluorogenic substrate, 2 h | inhibition, % at 5 µM; in the data active = inhibition above about 40%;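 also: 0% = enzyme with no compound and 100% = blank without enzyme; many of its hits are not listed in these tables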
Wee1 degr inh: human Wee1 degradation inhibition, primary screen. reporter increase, % at 5 µM. HeLa Luc-Wee1K328M stability, luciferase luminescence; 100% = proteasome inhibitor MG132 effect. hit rate 1.2% among 220,000. P30291. AID 1321;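 active = activation above the mean of all tested compounds plus 3 SD, set per screening run, cut at about 8.8% in these data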;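 also: cells exposed to compound for 20 h before luminescence read; 0% = DMSO alone and 100% = MG132 at 30 µM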
Target sequence (P30291 whole entry K328M): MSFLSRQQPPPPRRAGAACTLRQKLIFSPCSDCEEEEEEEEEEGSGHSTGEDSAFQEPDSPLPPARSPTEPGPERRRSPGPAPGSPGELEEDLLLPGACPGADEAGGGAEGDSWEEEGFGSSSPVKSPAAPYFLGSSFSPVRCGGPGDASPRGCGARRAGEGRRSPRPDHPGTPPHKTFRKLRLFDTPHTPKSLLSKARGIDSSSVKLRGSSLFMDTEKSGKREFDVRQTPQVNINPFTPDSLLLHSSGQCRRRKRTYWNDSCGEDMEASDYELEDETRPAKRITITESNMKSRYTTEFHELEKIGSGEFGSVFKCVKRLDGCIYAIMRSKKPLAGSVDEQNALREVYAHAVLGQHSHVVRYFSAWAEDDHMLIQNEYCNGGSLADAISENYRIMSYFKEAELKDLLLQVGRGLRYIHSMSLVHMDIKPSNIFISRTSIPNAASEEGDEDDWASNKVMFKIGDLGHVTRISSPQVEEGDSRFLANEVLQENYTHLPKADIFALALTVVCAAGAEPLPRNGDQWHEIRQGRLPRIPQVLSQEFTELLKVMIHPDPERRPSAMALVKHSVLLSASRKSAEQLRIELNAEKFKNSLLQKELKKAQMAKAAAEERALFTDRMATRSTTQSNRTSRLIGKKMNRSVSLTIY
Active calls of the source: *; / = no result given. An excerpt; the hit share may differ from the screen's.

item	Molecule	PPC-1+TRAIL kill	Tb hexokinase	FXIa inh	CHOP inh	FXIIa inh 1536	TNF death inh	EP2 antag	zVAD death inh	Wee1 degr inh
1	O=S(=O)(Cc1ccccc1Cl)CC(O)COc1ccccc1Cl (stereo not given)	15	53*	4	39	12	1.0	6	0.6	-3
2	O=C(COC(=O)c1cc[n+]([O-])cc1)Nc1ccc(F)c([N+](=O)[O-])c1	-2	-4	6	-23	12	-0.8	8	/	-3
3	COc1ccc(/C=C/C(=O)OC2CCCCC2CN(C)C)cc1 (stereo not given)	-1	-10	-7	21	-2	4.2	5	-0.8	2
4	COC(=O)c1cc(OC)c(OC)cc1NC(=O)CC1CCCCC1	10	-4	20	60	12	-0.7	5	-0.7	2
5	O=C(Nc1ccccc1)N1CCc2ccccc2C1	-6	5	7	-28	11	0.3	6	0.6	-1
6	Cc1ccc(NCC(=O)N/N=C\C(Br)=C\c2ccccc2)cc1	-1	0	9	110*	17	-2.9	0	1.0	-3
7	Cc1nn2c3ccccc3nc2n(Cc2ccccc2)c1=O	/	-4	/	/	/	-1.8	/	-1.2	0
8	CCOC(=O)c1c(NC(=O)CNC2CCCc3ccccc32)sc(C(N)=O)c1C (stereo not given)	15	-2	1	96*	11	-1.4	7	0.6	-2
9	O=C(Nc1cc(S(=O)(=O)N2CCOCC2)ccc1N1CCOCC1)c1cccc(S(=O)(=O)N2CCCCC2)c1	0	-12	0	-6	5	2.8	4	-0.7	0
10	Cc1ccc(NC(=O)Cn2c([N+](=O)[O-])cnc2C)cc1	/	-14	-4	-11	7	-0.2	6	0.5	2
11	COc1ccccc1C1(CCN=Cc2ccc(N(C)C)cc2)CCOC(C)(C)C1 (stereo not given)	-16	-44	4	-12	6	-0.3	12	0.9	3
12	Cc1cc(C)c2nc(-c3ccccn3)cc(C(=O)n3cccn3)c2c1	30	-6	25	-12	17	-1.5	18	0.8	0

Pulled by compound from above:
item	Molecule	PPC-1+TRAIL kill	Tb hexokinase	FXIa inh	CHOP inh	FXIIa inh 1536	TNF death inh	EP2 antag	zVAD death inh	Wee1 degr inh
5	O=C(Nc1ccccc1)N1CCc2ccccc2C1	-6	5	7	-28	11	0.3	6	0.6	-1
4	COC(=O)c1cc(OC)c(OC)cc1NC(=O)CC1CCCCC1	10	-4	20	60	12	-0.7	5	-0.7	2

Further entries follow:
item	Molecule	PPC-1+TRAIL kill	Tb hexokinase	FXIa inh	CHOP inh	FXIIa inh 1536	TNF death inh	EP2 antag	zVAD death inh	Wee1 degr inh
13	Cc1cc(C)n2nc(SCc3cc(=O)oc4ccc5ccccc5c34)nc2n1	10	-8	11	11	-2	-0.4	/	0.0	-2
14	CCCCCC(O)CCc1n[nH]c(=S)n1-c1ccccc1 (stereo not given)	12	0	6	-5	18	-2.1	17	0.3	1
15	CC1Cc2ccccc2N1C(=O)c1nn(C)cc1Br (stereo not given)	3	4	0	3	5	-0.9	4	-0.2	1
16	CCOC(=O)C(Cc1ccccc1)(NC(C)=O)C(=O)OCC	-19	-10	2	-9	8	-0.6	8	-0.1	0
17	CCCOc1ccc(Cc2c(COCC)[nH]c(=S)[nH]c2=O)cc1	9	1	13	22	12	-1.1	12	3.3	-3
18	COc1cc(S(=O)(=O)N2CCCCCC2)c(OC)cc1Br	-4	6	0	-9	8	0.0	4	1.0	0
19	Cc1cccc(S(=O)(=O)Nc2ccc(C)c3c2OC(C)(C)C3)c1	4	0	-2	34	8	-0.2	7	-1.2	-1
20	Cn1c(SCC(=O)Nc2cccc(Br)c2)nnc1-c1cc2ccccc2o1	23	-1	3	91*	17	-1.2	0	-0.4	0
21	Cc1ccc2c(N)c(C#N)sc2n1	33	-13	2	27	16	0.1	12	0.1	-4
22	c1coc(-c2ccnc(-c3ccncc3)n2)c1	33	2	-4	-2	7	0.0	4	5.4	2
23	COc1ccc(N2CCN(CC(O)COCc3ccccc3)CC2)cc1 (stereo not given)	13	2	-3	-7	10	0.1	4	0.0	-3
24	O=C(O)c1ccc(CNCc2ccc(Cl)cc2Cl)cc1	11	-8	-4	10	-9	-0.6	7	-0.3	1
25	C/C=C/c1cc(CN2CCN(c3ccccc3)CC2)c(O)c(OC)c1	17	8	5	44	13	-1.1	2	0.1	11*
26	COc1cc2c(-c3ccccc3O)nc3c(c(C)nn3-c3ccccc3)c2cc1OC	-8	-12	-3	-6	6	0.9	24	-0.8	-3
27	NC(=O)NC(=O)COC(=O)/C=C/c1cccc(Br)c1	-7	-2	-1	25	5	1.1	9	0.3	1
28	CCOC(=O)c1nn(-c2ccccc2)cc1O	18	-20	1	48	12	0.7	3	0.1	0
29	Oc1ccc(/C=N/Nc2ncnc3nc[nH]c23)cc1	13	-96	-2	-7	4	0.7	4	0.9	-3
30	COc1ccc(-c2c3c(=O)n(C)c(=O)n(C)c3cn2N2CCOCC2)cc1	13	-10	-1	2	5	-6.0	2	-0.2	3
31	Cc1ccc(CS(=O)(=O)CCC(=O)NC2CC2)cc1	-2	-4	-3	10	4	-1.7	4	0.0	-1
32	Cc1cccc(CSCCNC(=O)CSCc2ccc([N+](=O)[O-])cc2)c1	28	2	-1	27	12	-3.3	13	1.1	-2
33	CC(C)(C)C(=O)NC(Nc1cccc2cccnc12)C(Cl)(Cl)Cl (stereo not given)	7	-8	-9	26	7	-1.1	/	0.1	-4
34	O=C(Nc1nccs1)c1ccc([N+](=O)[O-])cc1	0	-30	3	-3	4	14	10	60	3
35	CCCOc1ccc(-c2c(C(=O)N/N=C/c3ccc(OCC)cc3)nnn2-c2nonc2N)cc1	-14	-11	8	48	11	1.5	3	2.4	-1
36	COP(=O)(OC)c1nc(-c2cccc3ccccc23)oc1N1CCOCC1	-3	15	-25	-12	-40	0.3	10	0.3	-1
37	S=c1[nH]nc(-c2ccco2)n1-c1ccc(Cl)cc1	8	-5	0	-2	14	-0.7	22	3.3	0
38	Cc1nc(/C(N)=N/OC(=O)c2cccc(Cl)c2)c(C(F)(F)F)o1	23	-7	2	-2	11	-1.7	12	0.0	2
39	COC(=O)Cn1c(C)c(C(C)=O)c(C(C)=O)c1C	16	5	-12	-5	-13	1.8	-3	-0.2	-1
40	CCCCCC(=O)Nc1ccc(N2CCN(CC)CC2)c(Cl)c1	4	2	10	0	8	2.7	5	17	2
41	O=C(CSC1=Nc2ccccc2C2=NC(CC(=O)NCc3ccco3)C(=O)N12)NCc1ccco1 (stereo not given)	12	-16	-13	-10	13	-1.2	6	-0.3	1
42	Cc1ccc(C(=O)O/N=C/c2c(Cl)n(C)c3ccccc23)cc1	8	-6	-6	12	-2	-2.6	13	0.5	2
43	CCOC(=O)c1c(NC(=O)CSc2nc3ccccc3s2)sc(C)c1C	2	4	11	14	19	-0.1	9	0.6	-2
44	CCOC(=O)N=S(=O)(Oc1ccc([N+](=O)[O-])cc1)c1ccc(Cl)cc1 (stereo not given)	20	-5	2	25	14	-0.8	-7	0.5	-3
45	CCOc1cc(C(=O)NCc2ccccc2)ccc1OCC(=O)N1CCOCC1	9	2	-7	0	0	-0.5	7	-0.9	-2
46	CC1(C)CC(=O)C2=C(C1)N(N1CCOCC1)C(N)=C(C#N)C2c1cccnc1 (stereo not given)	17	-11	-4	10	4	0.8	10	-0.1	2
47	c1ccc(-c2nc3c([nH]2)CCc2nonc2-3)cc1	-2	-8	-5	9	3	1.1	9	2.0	8
48	Cc1cc(C)c2nc(SCC(=O)N(C)C3CCS(=O)(=O)C3)cc(C)c2c1 (stereo not given)	-5	-6	-2	8	5	1.7	5	3.0	2
49	O=C(COC(=O)c1ccc(S(=O)(=O)N2CCc3ccccc3C2)cc1)NC(=O)NCc1ccco1	4	2	6	24	20	-0.6	14	0.4	-1
50	COc1ccc(NC(=S)N(CCN2CCOCC2)Cc2cc3cc4c(cc3[nH]c2=O)OCO4)cc1	7	-22	3	13	12	2.2	3	-0.6	0
51	N/C(Cc1ccc([N+](=O)[O-])cc1)=N\OC(=O)COc1cccc2ccccc12	-13	5	17	11	10	-2.3	8	0.2	-4
52	Cc1ccc(S(=O)(=O)/N=c2\ccc(Cl)cn2C(F)F)cc1	3	-12	0	12	9	0.3	4	2.4	6
53	O=C(OCn1nnc2ccccc2c1=O)c1ccc2c(=O)n3c(nc2c1)CCC3	-13	-8	2	13	21	-1.8	6	0.0	-2
54	O=C(NCc1cc(Br)cc(Br)c1OC(=O)c1ccccc1[N+](=O)[O-])c1ccccc1	18	-3	-3	35	5	2.5	8	2.0	-2
55	CC(=O)c1c(C)[nH]c(C(=O)NCCc2cccc(C)c2)c1C	17	3	2	37	8	-2.3	8	1.5	4
56	COc1ccc(C(=O)C(CN2CCOCC2)c2ccccc2)cc1F (stereo not given)	-15	-1	-5	/	0	-12	-5	54	4
57	Cc1ccc(Cn2c(NC(=O)c3ccco3)nc3ccccc32)cc1	16	-19	-2	80*	4	-3.5	10	-0.4	0
58	O=c1ccnc(SCc2ccccc2Cl)[nH]1	36	2	-11	8	-4	-0.2	8	-1.1	-1
59	O=C(/C=C/c1ccco1)NCC(=O)N/N=C/c1ccccc1[N+](=O)[O-]	/	-3	-5	18	3	-1.9	3	1.0	-1
60	CC(=O)Nc1ccc(S(=O)(=O)N(Cc2ccco2)CC2CCCO2)cc1 (stereo not given)	17	-2	2	9	13	-1.2	/	0.1	-2
61	CCCCc1cc2c(cn1)=C(OC(=O)c1cnc3ccccc3n1)C(C)(OC(=O)CC)C(=O)C=2 (stereo not given)	10	-26	0	13	4	-2.8	11	0.7	/
62	CCOC(CCn1c(SCc2ccc([N+](=O)[O-])cc2)nc2ccccc2c1=O)OCC	19	7	8	-17	14	1.4	8	0.4	-2
63	COc1ccc2c(c1)c1ccccc1n2C	14	1	-7	61	-8	-1.6	11	0.5	1
64	CSc1nc(SCC(=O)O)c2sc3nc(-c4ccccc4)c4c(c3c2n1)CCC4	-17	4	4	-35	12	3.2	10	0.2	3
65	COc1cc(/C=C2/NC(=O)N(c3cccc(Cl)c3)C2=O)ccc1O	6	-10	-2	5	3	-7.6	16	1.1	4
66	O=C(c1sccc1Br)N1CCN(Cc2ccc3c(c2)OCO3)CC1	-3	1	-2	25	5	1.2	10	-0.2	2
67	CC1=C(C(=O)Nc2ccccc2C)C(c2ccc(C)o2)N2C(=O)CSC2=N1 (stereo not given)	-4	-7	16	-15	24	-2.3	0	0.2	2
68	CC(C)C[C@H](NC(=O)c1[nH]cnc1C(=O)Nc1ccc(CNC(=O)OC(C)(C)C)cc1)C(=O)OCc1ccccc1	-3	-47	0	10	5	-6.4	16	0.9	/
69	COCCCN(C(=O)c1cc2c(s1)CCC2)c1c(N)n(Cc2ccccc2)c(=O)[nH]c1=O	0	-4	11	-8	9	-0.7	6	1.0	-2
70	O=C(NC1CC2CCC(C1)N2C(=O)NCc1ccccc1)C1CC1 (stereo not given)	23	8	3	31	8	0.7	7	0.0	1
71	Cc1ccc(CNC(=O)c2cccnc2Sc2cccc(Cl)c2)cc1	6	-5	12	23	22	2.4	25	0.0	3
72	CCOC(=O)Cc1csc(NC(=O)CSc2nc(C)cc(=O)[nH]2)n1	-8	5	-5	16	11	-1.9	10	0.4	0

(next part)
item	Molecule	PPC-1+TRAIL kill	Tb hexokinase	FXIa inh	CHOP inh	FXIIa inh 1536	TNF death inh	EP2 antag	zVAD death inh	Wee1 degr inh
73	CCN(CC)S(=O)(=O)c1ccc2nc(CSc3nnnn3-c3ccc(O)cc3)[nH]c2c1	13	4	6	29	10	-1.8	9	7.0	2
74	COc1ccc2c(c1)CCc1cn3ncc(C#N)c3nc1-2	22	1	-9	21	-10	-3.4	10	1.8	-1
75	Cc1c(C(=O)C(=O)NCc2cccs2)c2ccccc2n1C	2	-24	0	37	7	-0.9	3	-1.0	4
76	Nc1c(C(=O)NCc2cccnc2)sc(=S)n1-c1ccccc1	17	-14	15	20	42*	0.2	4	-0.1	3

Screening results from PubChem.
